APOBEC3G inh: APOBEC3G (human) deaminase inhibition; Q9HC16; recombinant A3G, ssDNA deamination FAM/TAMRA fluorescence; inhibition, % at 20 µM; 330,000 tested, 0.28% active;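 active = inhibition of at least 40% at 20 µM, with no more than 30% in the related APOBEC3A deaminase screen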;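 note: plate controls were DMSO wells with A3G for no effect and wells lacking A3G enzyme for full effect; some compounds called inactive have numbers as strong as hits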
Target sequence (Q9HC16 whole entry, looked up): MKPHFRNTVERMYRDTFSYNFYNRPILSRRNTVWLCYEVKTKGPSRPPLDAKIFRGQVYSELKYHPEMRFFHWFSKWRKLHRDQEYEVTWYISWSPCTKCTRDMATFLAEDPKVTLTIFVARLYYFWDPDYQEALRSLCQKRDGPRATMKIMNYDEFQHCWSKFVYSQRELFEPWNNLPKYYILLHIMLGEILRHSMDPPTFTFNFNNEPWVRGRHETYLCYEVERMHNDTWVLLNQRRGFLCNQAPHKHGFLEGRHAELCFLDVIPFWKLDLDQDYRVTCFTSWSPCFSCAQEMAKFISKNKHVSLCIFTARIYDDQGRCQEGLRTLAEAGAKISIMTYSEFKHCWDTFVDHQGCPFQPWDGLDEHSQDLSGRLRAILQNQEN
mIAP act: increases mouse intestinal alkaline phosphatase activity; 330,000 tested, 0.24% active; muIAP, CDP-Star luminescence, 30 min; active compounds read high; 1 = vehicle-only enzyme signal, 0 = enzyme-free wells; activation factor at 10 µM;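 active = activation factor of at least 2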; note: the source names both 10 and 20 µM as test concentration; values of inactives mirror those of a sister screen read the other way
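Assay system: mouse IAP enzyme; reagent: chemiluminescent substrate CDP-Star; dosing: test compounds delivered from DMSO solution; schedule: 30 min at room temperature; measured by: luminescence from enzymatic CDP-Star hydrolysis; controls: DMSO-only wells and no-enzyme negative control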
hIAP act: human IAP activation; 330,000 tested, 0.16% active; purified human IAP, CDP-Star luminescence, 30 min; active compounds read high; 1 = vehicle-only enzyme, 0 = enzyme-free background; P09923; activation factor at 10 µM;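 active = activation factor of the enzyme at least 2-fold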; note: the source names both 10 and 20 µM as test concentration; values of inactives mirror those of a sister screen read the other way
Target sequence (P09923 whole entry, looked up): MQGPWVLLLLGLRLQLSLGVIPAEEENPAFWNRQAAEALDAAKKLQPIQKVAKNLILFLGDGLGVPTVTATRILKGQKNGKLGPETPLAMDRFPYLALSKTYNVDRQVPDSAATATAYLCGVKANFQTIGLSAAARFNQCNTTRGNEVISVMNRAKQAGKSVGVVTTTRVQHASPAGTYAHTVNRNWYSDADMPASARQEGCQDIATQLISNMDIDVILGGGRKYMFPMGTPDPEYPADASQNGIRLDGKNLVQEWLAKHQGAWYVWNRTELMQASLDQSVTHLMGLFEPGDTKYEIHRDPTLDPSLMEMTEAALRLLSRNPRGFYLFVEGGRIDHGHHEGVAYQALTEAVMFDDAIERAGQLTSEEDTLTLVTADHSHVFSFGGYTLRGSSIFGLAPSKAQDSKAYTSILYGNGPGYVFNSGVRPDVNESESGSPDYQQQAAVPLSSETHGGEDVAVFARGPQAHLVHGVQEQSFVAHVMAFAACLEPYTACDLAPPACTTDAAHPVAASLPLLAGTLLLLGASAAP
mIAP block: blocks mouse intestinal alkaline phosphatase; purified mouse IAP, CDP-Star luminescence, 30 min; 330,000 tested, 0.2% active; inhibition, % at 10 µM; AID 2806;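 active = inhibition of at least 40% at 10 µM in the primary screen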;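 note: plate controls were DMSO with enzyme for no effect and no enzyme wells for full effect; values of inactives mirror those of a sister screen read the other way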
MPTP block: permeability transition pore inhibition. 360,000 tested, 1.4% active. isolated mouse mitochondria, Ca2+ swelling absorbance, 30 min. inhibition, % at 10 µM. AID 602449;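 active = inhibition of 50% or more, scaled per plate between neutral and stimulator controls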;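 note: 0% = DMSO wells given calcium and 100% = 1 mM EGTA wells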
MIN6 prolif: inducers of beta-cell replication in MIN6 cells; MIN6 cells proliferation, ATPlite luminescence, 48 h; cells starved in 0.2% serum; 100% = growth in 10% serum; proliferation, % at 10 µM; 330,000 tested, 0.29% active; AID 2380;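 active = compounds whose signal lies at least 3.5 SD above the mean of all wells on their plate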;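 note: 0% = DMSO-treated cells in low-serum medium and 100% = 10% serum control; some compounds called inactive have numbers as strong as hits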
hIAP block: blocks human intestinal alkaline phosphatase. P09923. purified IAP, CDP-Star luminescence, 30 min. inhibition, % at 10 µM. 330,000 tested, 0.12% active. AID 2544;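 active = inhibition reaching a set limit with compound at 10 µM in the primary screen, cut at about 35% in these data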;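 note: plate controls were DMSO wells with enzyme for no effect and no-enzyme buffer wells for full effect; values of inactives mirror those of a sister screen read the other way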
ATG4B inhibitor: blocks human ATG4B protease cleavage of LC3 substrate; Q9Y4P1; ATG4B cleavage of LC3-PLA2, NBD-HPC fluorescence, 1 h; inhibition, % at 8.33 µM; 340,000 tested, 0.51% active; AID 504462; in the data active = inhibition above about 40%
A3A deaminase: human APOBEC3A DNA deaminase inhibition; P31941; inhibition, % at 20 µM; 330,000 tested, 0.41% active; recombinant A3A, FAM/TAMRA ssDNA deamination fluorescence;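 active = at least 40% inhibition at 20 µM here, with at most 30% in a related deaminase screen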;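 note: plate controls were A3A with DMSO for no effect and wells lacking A3A enzyme for full effect; some results filed as inactive read as strong as hits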
The depositor's hits bear a star; nt = not tested or not shown. This is a random part of the collection; 3.3% or so of the library scored in one or more.

1	COc1cc(NC(=O)COc2cccc(C)c2C)ccc1NC(=O)c1ccco1
2	CC(C)CCN1CCN(Cc2cccn2-c2ccccn2)CC1CCO (centres undefined)
3	COc1ccc(-c2[nH]c(-c3cccc(OC)c3)nc2SCC(=O)NC2CCCC2)cc1
4	CN(C(=O)Cn1c(=O)oc2cc(S(=O)(=O)N3CCCC3)ccc21)C1CCCCC1
5	CN(C)c1cccc2c1c(NS(=O)(=O)c1cn(C)cn1)nn2C
6	COC(=O)c1cc(NC(=O)C2COc3ccccc3O2)cc(C(=O)OC)c1 (centres undefined)

assay / compound,1,2,3,4,5,6
APOBEC3G inh,-10,-6,-6,-5,32,-3
mIAP act,1.2,0.95,1.3,0.98,1,1.1
hIAP act,0.95,0.89,0.92,0.97,0.71,1.1
mIAP block,-16,5,-32,2,-4,-12
MPTP block,1.6,0.5,-3.3,-1.7,-2.5,-1.8
MIN6 prolif,1,-1,-2,0,-2,0
hIAP block,5,11,8,3,29,-6
ATG4B inhibitor,-6,-9,-13,-6,1,0
A3A deaminase,-2,-4,-2,-4,-2,-5

7	Cc1ccc(C(=O)Nc2cccc(-c3cn4ccccc4n3)c2)cc1
8	Cc1ccc(SC[C@H](c2ccccc2)N2CCN(C)CCC2=O)cc1
9	CCC(=O)Oc1ccc(C(CC)C(CC)c2ccc(OC(=O)CC)cc2)cc1 (centres undefined)
10	CCNC(=S)N(CCc1c(C)[nH]c2ccc(F)cc12)Cc1cccnc1
11	CCOC(=O)c1cccc(S(=O)(=O)N2CCCC2)c1
12	CC(=O)NC1C(Oc2ccccc2C)OC(CO)C(O)C1O (centres undefined)

assay / compound,7,8,9,10,11,12
APOBEC3G inh,-3,-2,0,0,0,-5
mIAP act,1.1,1,0.99,1.1,1.1,0.93
hIAP act,1.3,0.8,0.91,1.1,1.1,1
mIAP block,-11,-4,1,-10,-8,7
MPTP block,-0.6,0.2,1.8,0.2,-0.9,-0.5
MIN6 prolif,-3,-3,-6,-3,0,1
hIAP block,-34,20,9,-6,-6,0
ATG4B inhibitor,22,-8,1,-4,-1,-1
A3A deaminase,-1,2,2,-1,10,-2

13	CCCN(CCC)S(=O)(=O)c1ccc(C(=O)Nc2c(C)n(C)n(-c3ccccc3)c2=O)cc1
14	CC1CCc2c(sc3ncnc(SCC(=O)c4ccccc4)c23)C1 (centres undefined)
15	CC(Sc1n[nH]c(-c2ccccc2)n1)C(=O)c1c(N)n(C)c(=O)n(C)c1=O (centres undefined)
16	CC1(C)CCC[C@]2(C)[C@H]3Cc4cc(O)ccc4O[C@]3(C)CC[C@@H]12
17	C=CCNc1nc(-c2ccccc2)c(C(=O)OCC)cc1C#N
18	Cc1nc2cc3c(cc2c(C)c1C(=O)OC(C)C)OCO3

assay / compound,13,14,15,16,17,18
APOBEC3G inh,-2,-3,-9,-8,-9,-4
mIAP act,0.87,1.1,1,0.91,1.1,1
hIAP act,1.2,0.91,1.1,0.96,1,1.3
mIAP block,13,-8,-1,10,-7,-2
MPTP block,2.3,0.7,-0.4,3.5,1.8,0.3
MIN6 prolif,0,-5,-3,-6,5.3*,0
hIAP block,-25,9,-5,4,-3,-26
ATG4B inhibitor,10,8,-2,3,-4,-3
A3A deaminase,1,-5,2,-5,-3,0

19	Clc1ccc(-c2nc3cnccn3c2Nc2ccc3c(c2)OCO3)cc1
20	CCN1C(=O)CSC1=NC1C2CC3CC(C2)CC1C3 (centres undefined)
21	Fc1ccc(COc2ccc(Br)cc2CNCC2CCCO2)cc1 (centres undefined)
22	O=C(NNC(=O)c1cc2ccccc2cc1O)NC1CCCCC1
23	O=C(NCCN1CCCCC1)Nc1cccc(C(F)(F)F)c1
24	O=S1(=O)CC(NCc2ccccc2)C(Nc2ccccc2)C1 (centres undefined)

assay / compound,19,20,21,22,23,24
APOBEC3G inh,-7,-3,-2,-9,-5,-6
mIAP act,0.97,1.1,1.1,0.98,1.1,1
hIAP act,0.82,1.3,1.3,1.3,1,0.9
mIAP block,3,-6,-7,2,-11,-1
MPTP block,0.0,77*,-1.7,3.8,1.3,-0.8
MIN6 prolif,-3,-3,-4,-3,4,0
hIAP block,18,-27,-30,-31,0,10
ATG4B inhibitor,-8,-2,-1,-10,9,-1
A3A deaminase,-3,2,23,-3,-6,-4

25	C[C@H](CO)N1C[C@H](C)[C@@H](CN(C)S(C)(=O)=O)Oc2ccc(NC(=O)C3CC3)cc2C1=O
26	Cc1ccc(N(CC(=O)NCc2ccccn2)S(=O)(=O)c2ccccc2)cc1C
27	Cc1ccc(C(=O)NCC(=O)OCN2C(=O)c3ccccc3C2=O)cc1C
28	CCOC(=O)c1ccc(NC(=S)N2CCN(CCN=CC3=C(O)CC(C)(C)CC3=O)CC2)cc1
29	Cc1nc(Cl)cc(N/N=C/c2ccccc2)n1
30	FC(F)Oc1ccc(-n2cc(-c3ccccc3)[n+]3c2CCCCC3)cc1

assay / compound,25,26,27,28,29,30
APOBEC3G inh,-2,3,-8,-6,-5,-12
mIAP act,1.1,1,1,0.99,0.94,1.1
hIAP act,1,1,1.1,0.94,0.98,1
mIAP block,-5,-3,-2,1,6,-7
MPTP block,0.2,0.3,1.0,-2.1,2.5,2.0
MIN6 prolif,5,9.0*,6,1,-3,-4
hIAP block,-4,-2,-6,6,2,-2
ATG4B inhibitor,8,8,-7,-8,-2,-5
A3A deaminase,6,2,-2,-4,-4,-3

31	COc1ccc(C(=O)Nc2nnc(CC(=O)N/N=C/c3ccc(O)cc3O)s2)cc1
32	CN(C)C1(CNC(=S)Nc2ccccc2C(F)(F)F)CCCCC1
33	O=C(O)c1ccccc1NC1CCCCC1NS(=O)(=O)c1ccccc1 (centres undefined)
34	CN(C)c1ccc(/C=N/NC(=O)c2ccccc2)cc1
35	O=C(c1ccco1)N1CCN(c2ccc([N+](=O)[O-])c(N3CCOCC3)c2)CC1
36	CCN(CC)S(=O)(=O)c1ccc(F)c(C(=O)OC2CC(C)OC2=O)c1 (centres undefined)

assay / compound,31,32,33,34,35,36
APOBEC3G inh,-8,-9,-3,-5,-6,-7
mIAP act,0.84,1,1,0.98,0.91,1.1
hIAP act,0.92,0.98,1,0.99,0.8,0.89
mIAP block,16,-1,-1,2,9,-6
MPTP block,1.2,0.1,-0.9,1.5,-1.8,0.7
MIN6 prolif,2,5,-2,3,9.7*,3
hIAP block,8,2,-5,1,20,11
ATG4B inhibitor,nt,-3,-1,-6,-9,-6
A3A deaminase,0,-1,-4,-1,-3,-1

3 entries already listed, ordered by their value in hIAP act, smallest number first.
no. | compound | APOBEC3G inh | mIAP act | hIAP act | mIAP block | MPTP block | hIAP block | ATG4B inhibitor | A3A deaminase
35 | O=C(c1ccco1)N1CCN(c2ccc([N+](=O)[O-])c(N3CCOCC3)c2)CC1 | -6 | 0.91 | 0.8 | 9 | -1.8 | 20 | -9 | -3
32 | CN(C)C1(CNC(=S)Nc2ccccc2C(F)(F)F)CCCCC1 | -9 | 1 | 0.98 | -1 | 0.1 | 2 | -3 | -1
33 | O=C(O)c1ccccc1NC1CCCCC1NS(=O)(=O)c1ccccc1 (centres undefined) | -3 | 1 | 1 | -1 | -0.9 | -5 | -1 | -4

The list continues.
37	CC(/C=N/NC(=O)c1nnn(-c2nonc2N)c1CN1CCCCC1)=C\c1ccccc1
38	Cc1ccc(NC(=O)c2ccc(Nc3c([N+](=O)[O-])cc([N+](=O)[O-])cc3[N+](=O)[O-])cc2)cc1
39	CO/N=C/C(=N\Nc1cc(OC)cc(OC)c1)C(=O)c1ccccc1
40	COc1ccc(S(=O)(=O)NC2CC(C)(C)NC(C)(C)C2)c2ccccc12
41	CCC(Sc1nc(N)cc(=O)[nH]1)C(=O)Nc1cc(C)on1 (centres undefined)
42	COC(=O)c1ccc(Cn2nc([N+](=O)[O-])c(Br)c2C)cc1

assay / compound,37,38,39,40,41,42
APOBEC3G inh,-1,9,-8,-3,-4,-2
mIAP act,0.9,0.75,0.93,0.98,1,0.9
hIAP act,1.1,0.7,0.9,0.95,1,1
mIAP block,10,25,7,2,-2,10
MPTP block,-0.5,96*,-0.7,0.3,0.1,4.0
MIN6 prolif,-6,-3,-3,-2,0,2
hIAP block,-13,30,10,5,0,0
ATG4B inhibitor,-10,-4,-7,3,-3,0
A3A deaminase,2,3,-4,0,-2,-3

43	Cc1ccc(CNc2nc3ccccc3n2C)o1
44	Cc1cccc(NC(=O)CSc2nnc(-c3ccccc3)n2N)c1
45	CC(=O)c1ccc(S(=O)(=O)Oc2ccc(-c3ccc(C(=O)O)cc3)cc2)cc1
46	COc1ccccc1S(=O)(=O)N1CCC(C(=O)O)(c2ccccc2)CC1
47	COC(=O)CCN(C(C)=O)c1ccc(N)cc1
48	COCCn1c(SCC(=O)c2c(N)n(C3CC3)c(=O)[nH]c2=O)nc2ccccc21

assay / compound,43,44,45,46,47,48
APOBEC3G inh,-2,-10,-15,-2,2,-8
mIAP act,1,0.89,0.99,1.1,0.89,0.97
hIAP act,1.1,0.88,0.88,1,0.93,1.1
mIAP block,0,11,1,-7,11,3
MPTP block,-0.8,0.9,-0.8,-2.6,0.2,-0.5
MIN6 prolif,0,-3,-1,1,-1,6
hIAP block,-5,12,12,-2,8,-7
ATG4B inhibitor,-4,-5,-11,12,5,4
A3A deaminase,11,-5,1,-2,2,0

49	COCCOC(=O)C1=C(C)NC(=O)NC1c1ccc(-c2ccc(F)cc2)o1 (centres undefined)
50	COCCNC(=O)c1ccc2c(c1)C(=O)c1ccccc1-2
51	CCN1CCN(C(=O)CN(Cc2ccccc2)S(C)(=O)=O)CC1
52	COc1ccc(NC(=O)C(CC(C)C)NC(=O)C2CCC(C)CC2)cc1 (centres undefined)
53	CCC(C(=O)O)N1C(=O)C2CCCCC2C1=O (centres undefined)
54	O=C(c1ccc(Cl)s1)N1CCN(S(=O)(=O)c2ccc(Cl)cc2)CC1

assay / compound,49,50,51,52,53,54
APOBEC3G inh,-8,-3,-2,-4,-5,-4
mIAP act,1,0.98,0.95,1.2,0.96,0.94
hIAP act,1.1,1,1,0.94,0.96,0.94
mIAP block,0,2,4,-24,4,6
MPTP block,-1.6,-0.1,-0.7,0.1,1.4,1.5
MIN6 prolif,-3,-1,-1,0,1,-4
hIAP block,-13,-4,-3,6,4,6
ATG4B inhibitor,-3,-4,-6,3,-10,1
A3A deaminase,2,0,0,1,-1,-1

55	O=[N+]([O-])/C=C/c1cc2ccccc2[nH]1
56	COc1ccc(/C=C/c2nc3ccccc3n2C)cc1
57	COc1ccc(-c2nc(SCC(=O)NC3CCCC3)c(-c3ccc(OC)cc3)[nH]2)cc1
58	CCOC(=O)CC(NC(=O)c1cccs1)c1ccc(C)cc1 (centres undefined)
59	O=C(Nc1nc2ccc(F)cc2s1)C1=NN(c2ccccc2)C(=O)CC1
60	COc1ccccc1NS(=O)(=O)c1cccc(C(=O)NNC(=O)c2ccc(Cl)nc2)c1
61	CCN1CCN(Cc2c(O)ccc3c(=O)c(-c4ccc(OC)c(OC)c4)c(C(F)(F)F)oc23)CC1

assay / compound,55,56,57,58,59,60,61
APOBEC3G inh,-5,-5,-1,-1,-7,-5,3
mIAP act,0.99,1,1,1.1,0.94,0.92,1
hIAP act,1.1,0.88,1.1,1,1.1,1,0.89
mIAP block,1,-3,-1,-9,6,8,-2
MPTP block,0.0,0.6,0.8,-0.7,2.1,0.6,-2.0
MIN6 prolif,-5,-6,0,0,-3,-4,-2
hIAP block,-9,12,-6,-2,-13,-4,11
ATG4B inhibitor,-1,0,-7,5,0,-5,-8
A3A deaminase,-3,0,0,2,-2,-4,7

Assay outcomes (PubChem)
